Bioassay records from PubChem.
Luc counter: counter-screen: inhibitors of Kinase-Glo firefly luciferase; Q27757; Kinase-Glo luciferase, ATP luminescence, 8 min; Potency, µM (series often up to 38.3 µM), inactives show at the top dose activity change, negative = inhibition, usual class: inhibitors; hit rate 0.28% among 200,000; AID 1379; also: potency is read from the fitted curve at half-maximal effect; % is scaled to controls: 0 for no effect and ±100 for the full control effect; nearly all actives have a fitted effect of over 60% in size
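Substrate mix (final 50 mM imidazole pH 7.2, 50 mM KCl, 7 mM MgCl2, 10 uM ATP, 0.01% Tween 20, 0.05% BSA) plus pin-tool compound, then Kinase-Glo detection mix; 8 min ambient, luminescence read.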
Lamin A splicing: LMNA splicing modulation; HeLa LMNA splicing GFP/RFP minigene ratio, 48 h; Potency, µM (highest dose often 46.1 µM), inactives show at the top dose ratio change, negative = inhibition, actives largely listed as inhibitors; hit rate 0.01% among 200,000; AID 1487; active = well fitted inhibition curve with a large enough effect in the signal ratio, with a control signal flat, not every such curve was filed as active; inconclusive = small, poorly fitted or top-dose-only effect, or effect the other way, or a change in a side signal; the % refers to the signal ratio; also: potency is read from the fitted curve at half-maximal effect; % is scaled to controls: 0 for no effect and ±100 for the full control effect
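S3 HeLa cells stably expressing lamin A-EGFP splicing minigene plus DsRed2, 600 cells/well, 48 h compound exposure at 37C. Laser-scanning cytometry; analysed as GFP (500-530 nm)/RFP (575-640 nm) total intensity ratio; 0.5% DMSO vehicle.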
HTT cytoprotect: protects HTT-Q103 PC12 cells, measured by ATP; AID 1471; PC12 HTT-Q103 induced, cytoprotection, ATP luminescence, 40 h; hit rate 0.14% among 230,000; Potency, µM (highest dose often 56.4 µM), inactives show cytoprotection (ATP increase), most hits filed as activators;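 also: potency is read from the fitted curve at half-maximal effect; % of control where 0% means no effect; nearly all actives have a fitted effect of over 45% in size; toxic huntingtin expression switched on by the ecdysone agonist tebufenozide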
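Rat PC12, Q103 Htt exon1-GFP fusion, ecdysone promoter; tebufenozide inducer 100 nM final; compound titration; qHTS, 1500 cells/well; ATPlite luminescent read.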
IMPase Li cell: cell-permeable IMPase inhibitors with lithium potentiation; Potency, µM (titrated, usually from 59.4 µM), for inactives: at the highest dose activity, negative = IMPase inhibition, most hits filed as inhibitors; hit rate 0.35% among 210,000; CHO-M1 cells, IP1 TR-FRET (IP-One), carbachol + lithium; AID 1457;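 also: IP1 builds up when IMPase is blocked and the TR-FRET signal falls; potency is read from the fitted curve at half-maximal effect; plate controls were basal vehicle for no effect and high inhibitor control for full effect; nearly all actives have a fitted effect of over 50% in size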
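CHO-M1, 2000 cells/well, 16–30 h culture; cpd + low Li+, 30 min 37C; lysis with d2-IP1/Eu-anti-IP1 Ab, 10 min RT; TR-FRET 665/620 ratio and 620 channel; AC50 via Hill.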
SMN2 splice up: enhancers of SMN2 splice variant expression. HEK293 SMN2-luciferase splicing reporter, luminescence, 30-36 h. Potency, µM (top dose mostly 46.1 µM), for the others: at the highest dose activity change, positive = activation, hits mostly activators. hit rate 2.8% among 210,000; also: potency is read from the fitted curve at half-maximal effect; % of control where 0% means no effect; nearly all actives have a fitted effect of over 55% in size
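HEK293 cells carry an SMN2 minigene-luciferase reporter in which exon 7 inclusion puts luciferase in frame. Cells were seeded at 2000 cells/well, attached for 10-12 hours, then exposed to compounds for 30-36 hours at 37C before ONE-Glo luminescence.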
HttQ103 aggreg: reduces HttQ103-GFP aggregates in PC12 cells; hit rate 1.1% among 220,000; AID 1688; PC12 HttQ103-GFP aggregates, Acumen cytometry, 40 h; Potency, µM (titrated, usually from 46.1 µM), for inactives: at the highest dose activity change, negative = inhibition, hits mostly inhibitors; also: potency is read from the fitted curve at half-maximal effect; % is scaled to controls: 0 for no effect and ±100 for the full control effect; nearly all actives have a fitted effect of over 60% in size
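Aggregate formation scored by laser-scanning cytometer (488 excitation, 500–530 emission) in lysed PC12 cells expressing Q103-GFP after 100 nM tebufenozide induction; library tested in dose series, with ATPLite reagent added in the multiplex.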
CBFb RUNX1 block: blocks binding between human CBF-beta and RUNX1; AlphaScreen CBFb-His/RUNX1-biotin binding, biochemical; Potency, µM (titrated, usually from 59.8 µM), for the others: top-dose activity, negative = inhibition, actives largely listed as inhibitors; 230,000 tested, under 10 active; AID 1477; also: % of control where 0% means no effect
Target sequence (Q01196 whole entry, looked up): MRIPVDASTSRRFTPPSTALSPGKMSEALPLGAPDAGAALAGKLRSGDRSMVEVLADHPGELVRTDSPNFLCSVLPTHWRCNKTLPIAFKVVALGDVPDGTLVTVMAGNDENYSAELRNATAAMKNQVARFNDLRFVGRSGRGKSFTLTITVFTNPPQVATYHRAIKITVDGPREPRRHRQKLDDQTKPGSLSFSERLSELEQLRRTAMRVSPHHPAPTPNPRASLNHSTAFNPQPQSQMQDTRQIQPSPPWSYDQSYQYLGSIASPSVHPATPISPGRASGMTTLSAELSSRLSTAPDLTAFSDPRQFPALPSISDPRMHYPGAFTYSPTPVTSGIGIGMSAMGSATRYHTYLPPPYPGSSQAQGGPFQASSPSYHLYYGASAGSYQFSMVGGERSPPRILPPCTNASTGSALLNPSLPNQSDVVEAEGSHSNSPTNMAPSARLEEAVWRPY
Target sequence (Q13951 whole entry, looked up): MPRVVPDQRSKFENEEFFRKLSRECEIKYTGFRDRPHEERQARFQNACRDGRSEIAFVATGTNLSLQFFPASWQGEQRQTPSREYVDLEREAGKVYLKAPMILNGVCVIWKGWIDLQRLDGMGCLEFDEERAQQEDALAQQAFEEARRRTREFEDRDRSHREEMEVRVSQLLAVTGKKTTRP
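His-tagged CBF-beta and biotinylated RUNX1 (30 nM each) were premixed 20 min at room temperature, exposed to compound for 15 min, then given nickel-chelate and streptavidin AlphaScreen beads (50 ng each). After 90 min, AlphaScreen signal was read.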
Active calls of the source: *; u = inconclusive; x = no result given; & = joins results of further samples; [ ] = dose if it differs, or a comment. Unless noted, calls follow the shape of the dose curve; as a rule, active = well fitted curve in the direction sought with a large enough effect; inconclusive = small, poorly fitted or top-dose-only effect, or another doubt; inactive = no such curve, though single readings can be large; an effect the other way counts as inactive or inconclusive.

SMILES | Luc counter | Lamin A splicing | HTT cytoprotect | IMPase Li cell | SMN2 splice up | HttQ103 aggreg | CBFb RUNX1 block
CCOc1cc(S(=O)(=O)NCc2ccccn2)ccc1Cl | 1% | 0% | -12%[1.9 µM] | 3% | -19% | 3% | 7%
c1ccc(-c2ccc(-c3nc(-c4cccnc4)no3)cc2)cc1 | -10% | 4% | -34%[inhibitor] | -10%[38.3 µM] | 13µM* | -8% | 0%
CC(=O)Nc1ccc(OCc2nnc(-c3ccc(Cl)cc3)o2)cc1 | 0% | u | 0% | 10% | 6% | -2% | 5%
CCC(=O)Nc1nc2nc(C)cc(=O)n2[nH]1 | 16% | -3% | -12%[10 µM] | -2% | 9% | 0% | -2%
CCOC(=O)C1=C[C@@]2(CC)CCCN3CCc4c(n1c1ccccc41)[C@H]32 | -1% | u | 6% | -1%&-5% | -7%[20.6 µM] | x | -4%&-4%[21.7 µM]
CCn1c(COc2ccccc2OC)nnc1SCC#N | -2% | 2% | -2% | 11%[38.3 µM] | 19% | -17% | -3%
O=[N+]([O-])c1cccc(-c2noc(-c3ccco3)n2)c1 | x | x | 3%[10 µM] | x | x | -1%[9.22 µM] | 2%
COc1cc(/C(C#N)=C/c2cccc3ccccc23)c([N+](=O)[O-])cc1OC | 7% | 1% | x | -2% | -17% | 9% | -6%
O=C(Nc1ccc(Cl)cc1)OCc1ccccn1 | -3% | -17% | 1%[10 µM] | -5% | 13µM* | -20% | 10%
CCCS(=O)(=O)N1CCC(C(=O)NCc2ccc3c(c2)OCO3)CC1 | -6% | x | -22% | -9% | -16% | -4% | 5%
COc1cc(CN2CCN(C(=O)c3ccc(-c4ccccc4)cc3)CC2)cc(OC)c1OC | -2% | -3%[46 µM] | -48%[inhibitor][10 µM] | 12% | x | 14%[9.22 µM] | 3%
O=C(N/N=C/c1ccc(Cl)cc1)c1nc2ccc([N+](=O)[O-])cc2c(=O)[nH]1 | 0% | 2%[46 µM] | 23% | -3% | -1% | 8% | -9%
COc1ccc(NC(=O)c2ccc(-n3cncn3)c([N+](=O)[O-])c2)cc1 | 2% | x | -36% | -1% | 7% | 2%[9.22 µM] | 3%
O=C(CSc1nnnn1-c1cccc2ccccc12)N1CCOCC1 | 4% | 6% | -16% | 1%[38.3 µM] | u | -13% | 4%
CC1CC(=O)NN1C(=O)c1ccccc1 (configuration not stated) | x | x | 26%[10 µM] | x | x | 20%[9.22 µM] | -2%
CCc1nnc(NC(=O)c2ccc3c(=O)n4c(nc3c2)CCCCC4)s1 | x | x | -5%[10 µM] | x | x | 0%[9.22 µM] | 8%
CC(C)=CCN1CCN(Cc2cnc(N3CCCC3)s2)CC1CCO (configuration not stated) | 2% | 1%[46 µM] | 24%[10 µM] | 0% | x | 4%[9.22 µM] | 0%
CC(C)NC(=O)COC(=O)c1ccccc1C(=O)c1ccccc1 | 8% | -17%[46 µM] | -12%[10 µM] | 16% | 20% | 28% | 4%
CC1CCCCN1Cc1c(C#N)c2ccccc2n1C (configuration not stated) | -2% | 3% | -8% | -6%[38.3 µM] | 3% | -3% | 7%
Cc1ccc(C(=O)Nc2ccc3c(c2)OCO3)cc1NC(=O)c1ccco1 | 2% | -3%[46 µM] | -1%[10 µM] | 7% | u | 13% | -2%
CCOC(=O)c1ccc(N=c2sc(C(=O)OC)cc(=O)n2C2CC2)cc1 | 0% | 4% | -6%[10 µM] | 31%[38.3 µM] | 17% | -7% | 1%
Nc1nc(-c2cc(Cl)cc(Cl)c2OC(F)F)cs1 | -4% | x | 13% | 13% | 3% | -10% | 9%
O=C1/C(=C/c2cccc(Cl)c2)CSc2sccc21 | x | x | 1%[10 µM] | x | x | -12%[9.22 µM] | 26%
CCC(C(=O)NC1CCCCC1)N(Cc1cccs1)C(=O)c1snc(C(N)=O)c1N (configuration not stated) | 1% | -20%[46 µM] | -14% | 7% | -8% | 5% | 4%
Cc1ccc(/C=N/NC(=O)CSc2nnc(-c3ccc(Cl)cc3)n2-c2ccc(Cl)cc2)o1 | -2% | 19% | 10%[10 µM] | 12% | -5% | 8% | 0%

Some entries already given with just CBFb RUNX1 block and HttQ103 aggreg.
mol	CBFb RUNX1 block	HttQ103 aggreg
CCC(=O)Nc1nc2nc(C)cc(=O)n2[nH]1	-2%	0%
Nc1nc(-c2cc(Cl)cc(Cl)c2OC(F)F)cs1	9%	-10%
CCOC(=O)C1=C[C@@]2(CC)CCCN3CCc4c(n1c1ccccc41)[C@H]32	-4%&-4%[21.7 µM]	x
CCc1nnc(NC(=O)c2ccc3c(=O)n4c(nc3c2)CCCCC4)s1	8%	0%[9.22 µM]

(listing goes on)
SMILES | Luc counter | Lamin A splicing | HTT cytoprotect | IMPase Li cell | SMN2 splice up | HttQ103 aggreg | CBFb RUNX1 block
Fc1ccc(-c2n[nH]c(=S)n2-c2ccc3c(c2)OCCO3)cc1 | 0% | 14%[46 µM] | 23%[10 µM] | -3% | x | 19%[9.22 µM] | 9%
CCc1ccc(NS(=O)(=O)c2ccc3[nH]cc(C(=O)N(C)Cc4ccco4)c(=O)c3c2)cc1 | -3% | -4% | -7% | 1%[38.3 µM] | -8%&-12% | 0.1µM* | -19%
COc1ccc(-c2nnc(SCC(=O)c3ccc[nH]3)o2)cc1 | -11% | 1% | -17% | 4%[38.3 µM] | 8.9µM* | 3% | -7%
COCCNC(=O)Cn1c(=O)n(Cc2ccco2)c(=O)c2ccccc21 | -1% | -5% | -46%[inhibitor] | 4%[38.3 µM] | 26% | -6% | 4%
CCOc1ccc(CCNC(=O)C2CCCN(c3nn4c(=O)cc(C)nc4s3)C2)cc1 (configuration not stated) | 3% | -14% | -21% | 18%[38.3 µM] | 21% | -7% | 2%
O=C(NC(=S)Nc1cccc(Cl)c1N1CCOCC1)c1cccs1 | 2% | -15%[46 µM] | -29% | 20% | -21% | u | -9%
Cc1ccc(CNC(=O)c2sccc2-n2cccc2)cc1 | -4% | 0% | 4%[0.074 µM] | 22%[38.3 µM] | -3% | 3% | -1%
CCc1nnc(NC(=O)CCC(=O)NCc2ccc(OC)cc2)s1 | x | x | 4%[10 µM] | x | x | -4%[9.22 µM] | 4%
O=S(=O)(/C=C/c1ccccc1)N1CCN(c2cccc(Cl)c2)CC1 | 0% | 17% | 6% | 32%[38.3 µM] | -26% | -7% | 9%
O=C(c1[nH]ncc1-c1ccc(Cl)cc1)C1CO1 (configuration not stated) | x | x | 14%[10 µM] | x | x | 4%[9.22 µM] | -1%
Cc1cc(N2C(=O)C(O)=C(C(=O)c3ccco3)C2c2cccnc2)no1 (configuration not stated) | -2% | 3% | -11%[0.074 µM] | u | 2% | 0% | 3%
CC(=O)N/C(=C\c1ccccc1)C(=O)N1CCOCC1 | -1% | 3%[46 µM] | -1%[10 µM] | -7% | x | 6%[9.22 µM] | 4%
CCCC1C(=O)N(c2ccccc2)C1c1ccccc1 (configuration not stated) | -2% | 7% | 11% | 9%[38.3 µM] | u | 16% | 5%
CCOC(=O)c1cnc2c(C(=O)OC)cccc2c1NCc1ccco1 | -2% | -2% | 4% | 32%[activator][38.3 µM] | 1% | -1% | 4%
O=C(Sc1nnc(-c2ccccc2)o1)N1c2ccccc2Sc2ccccc21 | -1% | -1% | -11%[10 µM] | u | -3% | 4% | -18%
CS(=O)(=O)N(CC(=O)N/N=C/c1cc([N+](=O)[O-])ccc1Cl)c1ccccc1 | -3% | 3% | -48%[inhibitor] | 35%[38.3 µM] | u | -5% | -6%
C/C(=N\Nc1ccccc1)c1c(O)cc(C)oc1=O | -1% | u | -1%[10 µM] | 2% | -10% | 2% | -11%
C#CCOCCOCCOCCNc1nc(N2CCOCC2)nc(N2CCN(C(=O)[C@H]([C@@H](C)CC)n3cc([C@@H](N)CC(C)C)nn3)CC2)n1 | x | x | 24%[10 µM] | 4% | x | -3%[9.22 µM] | 6%
CN1CCC(N(C)CC(=O)Nc2ccc3c(c2)OC(F)(F)O3)CC1 | x | x | -2%[10 µM] | x | x | 1%[9.22 µM] | 0%
N/C(=N\NC(=O)c1cccc(F)c1)c1cc2ccccc2oc1=O | x | x | 6%[10 µM] | x | x | -8%[9.22 µM] | -2%
Cc1c(Cc2ccccc2)c(=O)oc2cc(O)cc(O)c12 | -1% | -21%[46 µM] | -14%[10 µM] | 0% | -5% | -28% | 5%
CC(=O)c1cccc(NC(=O)C(C)OC(=O)CNC(=O)c2ccc(C)s2)c1 (configuration not stated) | 1% | 3%[46 µM] | 2%[10 µM] | -3% | -2% | 0% | -29%
COc1cccc(/C=N/NC(=O)c2ccc(=O)n(C)c2)c1OC | -2% | -6% | -19%[10 µM] | 4% | 7% | 9% | -3%
Cc1sc(NC(=O)Cc2ccc3c(c2)OCO3)nc1-c1ccc2c(c1)CCN2C(=O)c1ccccc1F | 2% | u | -20%[10 µM] | 2% | -57%[inhibitor] | u | 4%
COc1ccc(S(=O)CC(=O)Nc2ccccc2Cl)cc1 (configuration not stated) | 0% | 8%[46 µM] | 15%[10 µM] | 0% | -6% | -5% | -8%
Cn1c(Cl)c(/C=N/OC(=O)c2cccc(Cl)c2)c2ccccc21 | -1% | 2% | -2% | -11%[38.3 µM] | -8% | -3% | 6%
O=C(Nc1cccc(Cl)c1)N1CCC(CO)(CCOc2ccccc2)CC1 | 3% | x | -33%[inhibitor] | 13% | x | -3% | 12%
COc1ccccc1NC(=S)N1CCN(C(=O)c2ccco2)CC1 | -3% | 11% | -6% | -13%[38.3 µM] | -2% | -8% | 5%

A draw from above in order of length of the SMILES, ascending.
SMILES | Luc counter | Lamin A splicing | HTT cytoprotect | IMPase Li cell | SMN2 splice up | HttQ103 aggreg | CBFb RUNX1 block
Cc1ccc(CNC(=O)c2sccc2-n2cccc2)cc1 | -4% | 0% | 4%[0.074 µM] | 22%[38.3 µM] | -3% | 3% | -1%
CCOC(=O)c1cnc2c(C(=O)OC)cccc2c1NCc1ccco1 | -2% | -2% | 4% | 32%[activator][38.3 µM] | 1% | -1% | 4%
COCCNC(=O)Cn1c(=O)n(Cc2ccco2)c(=O)c2ccccc21 | -1% | -5% | -46%[inhibitor] | 4%[38.3 µM] | 26% | -6% | 4%
CCOC(=O)c1ccc(N=c2sc(C(=O)OC)cc(=O)n2C2CC2)cc1 | 0% | 4% | -6%[10 µM] | 31%[38.3 µM] | 17% | -7% | 1%
